KDM5B inh = Primary screen for KDM5B Histone Demethylases FDH-coupled qHTS | KDM5B demethylase, FDH-coupled NADH fluorescence (FDH is formaldehyde dehydrogenase) | Lysine-specific demethylase 5B (Homo sapiens), Q9UGL1 | AID 1347165, 2019 | hit rate 2.6% among 220,000 | Potency, µM (highest dose often 57.7 µM), for inactives: top-dose activity change, negative = inhibition, actives largely listed as inhibitors; active = well fitted inhibition curve with a large enough effect; inconclusive = small, poorly fitted or top-dose-only effect; inactive = no such curve, though single readings can be large or run the other way; note: 0% is about no effect; nearly all actives have a fitted effect of over 70% in size
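Inhibition is measured as reduced NADH fluorescence generation from FDH coupling to formaldehyde release. Truncated KDM5BΔAP at 200 nM final acts on H3K4me3 peptide (12.5 µM in substrate mix) in pH 7.5 HEPES buffer with Tween-20, 30 min, room temperature.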
* marks the source's active call; other numbers are inactive results; ? = inconclusive; [ ] = dose if it differs, or a comment. Potency is the fitted concentration of half-maximal effect. Only part of the results is shown. The share of hits here may be higher or lower than overall.

smiles	KDM5B inh
CS(=O)(=O)N1CCCN(C(=O)C2CCCCC2)c2ccccc21	18%
Cc1ccc(C(=O)COC(=O)C23CC4CC(CC(O)(C4)C2)C3)s1	-8%
Cc1oc(-c2ccc(C(=O)NCCC(C)C)cc2)nc1CS(=O)(=O)c1ccccc1	?
CC(Cn1cncn1)NC(=O)c1ccc(CCC(C)(C)O)cc1 (centres undefined)	-12%
CC1Oc2ccc(NC(=O)c3ccc(Cl)c(Cl)c3)cc2CN(Cc2ccccc2F)C1=O (centres undefined)	?
O=C(Cn1nc2n(c1=O)CCCC2)NCc1ccc(F)cc1	-9%
CCN(CC)S(=O)(=O)c1ccc(NC(=O)Cn2nnc(-c3ccc(F)cc3)n2)cc1	3%
CCOc1ccc(N(CC)S(=O)(=O)N2CCCC(C(=O)Nc3ccc(C(C)=O)cc3)C2)cc1 (centres undefined)	-8%
CNC(=O)c1ccc(NC(=O)c2nc(C(O)c3ccccc3F)oc2C)cc1 (centres undefined)	-14%[86.2 µM]
Cc1ccc(-c2nc(NCc3ccncc3)ncc2C(=O)O)cc1	?
CCCNC(=O)N(C1CCOCC1)C1CCN(C(=O)c2cccc(F)c2)CC1	26%
CC1CCC2(CC1)NC(=O)N(CC(=O)N1CCCCC1)C2=O (centres undefined)	0%
CN1[C@@H](CCC(=O)NCc2cccnc2)CNC(=O)[C@@H]2[C@H]1CCN2Cc1cccc(OC(F)(F)F)c1	-11%
C[C@@H]1CN(C(=O)c2ccc(F)cc2F)CC[C@@]1(O)C1CCOCC1	20%
COc1ccc(S(=O)(=O)N(Cc2nc(-c3ccc(C)cc3)no2)C2CCCCC2)cc1	-14%
Cn1c(=O)cc(SCC(=O)NCCc2ccc(Cl)cc2)c2cc(Cl)ccc21	-19%
CC1(C(=O)Nc2ccccc2)CCc2cnc(N3CCOCC3)nc21 (centres undefined)	35µM*
Cc1cc2c(cc1C)NC(CC(=O)Nc1ccc(C(F)(F)F)cc1)C(=O)N2 (centres undefined)	?
CC1=C[C@@H](CNS(=O)(=O)Cc2ccccc2)[C@H](C(C)C)C[C@H]1CC(=O)NCc1ccccn1	?
COc1ccc(C2CCC(=O)N2Cc2ccc(F)cc2)cc1 (centres undefined)	35%

Other structures follow:
smiles	KDM5B inh
CCOc1ccc(OC(=O)c2ccc3c(c2)NC(=O)CS3)cc1	-1%
Cn1nc2c3ccccc3n(Cc3ccc(F)cc3)c2nc1=S	6%
CC(C)(C)c1cc(NC(=O)Nc2ccc(F)cc2)no1	1%
Cc1ccc(NC(NC(=O)c2ccc(Br)cc2)C(Cl)(Cl)Cl)cc1 (centres undefined)	4%
O=C(Nc1cccc(-c2nnc3n2CCCC3)c1)C1CC1	-3%
COc1cc2cc(CNc3ccccc3)c(=O)n(CC(=O)Nc3cccc(Cl)c3C)c2cc1OC	?
COc1ccc(NC(=O)c2ccc3c(c2)OCCN(C2CCC2)C3)c(F)c1	?
CC(C)c1cc(C(=O)Nc2cccc(Cl)c2)nn1C1CCS(=O)(=O)C1 (centres undefined)	19%
CC(C)NC(=O)C1CCc2nnc(C3CCN(C(=O)Nc4ccc(Cl)cc4)CC3)n21 (centres undefined)	3%[115 µM]
CC(C)NC(=O)N[C@H]1C[C@@H](Cc2cc(CCO)on2)C1(C)C	7%[86.2 µM]
Cc1cc(OC(=O)c2ccc(Cl)cc2)cc(OC(=O)c2ccc(Cl)cc2)c1	-8%
COc1ccccc1NC(=O)CSc1oc(-c2ccccc2)nc1S(=O)(=O)c1ccc(C)cc1	?
O=C(CCCc1ccccc1)Nc1ccc(OC2CCNCC2)nc1	18µM*
Cc1ccc2nc(SCC(=O)N3CCN(S(=O)(=O)c4ccccc4)C3)[nH]c2c1	20%
COCCCN1C(=O)CC[C@H]2CN(C(=O)Cn3cccnc3=O)CC[C@H]21	?
O=c1[nH]c2cc3c(cc2c(=O)n1CCc1nc(-c2ccccc2)no1)OCO3	-16%
O[C@@H]1C[C@@H](c2nc(-c3cnccn3)no2)N(Cc2cccs2)C1	?
CCc1ccc(-c2cc(C(=O)Nc3cccnc3)c3ccccc3n2)cc1	?
CNC(=S)NCc1ccc(C(=O)OC)cc1	16%
CCc1ccccc1NC(=O)c1cnn2c1NC(C(=O)O)=CC2c1ccccc1OC (centres undefined)	?

Further structures follow:
smiles	KDM5B inh
O=C1CCCC2=C1C(c1cccnc1)CC(=O)N2c1ccccc1C(F)(F)F (centres undefined)	8%
COc1ccc2c(c1)CCCN2C(=O)COc1ccc2ccc(=O)oc2c1	?
O=C(CSc1nc2c(c(=O)n1-c1ccc(Br)cc1)SCC2)N1CCCCCC1	4%
O=C(CSc1ncnc2ccccc12)Nc1cc(F)ccc1F	10%
COc1ccccc1N(CC(=O)Nc1cc(C)cc(C)c1)S(C)(=O)=O	?
COCc1nc(-c2ccc(OC3CN(C(=O)C(C)Oc4ccccc4)C3)cc2)no1 (centres undefined)	-17%
Cn1c(=O)c2c(SCC(=O)NCc3ccco3)nc(-c3ccccc3Cl)nc2n(C)c1=O	-27%
N#Cc1cc(N)cc(I)c1	17%
COC(=O)c1cccc(C(=O)NC2CCCN(CCCc3ccccc3)C2)c1 (centres undefined)	39%[activator]
COc1ccc(-c2cc(N3CCC(NC(=O)Cc4c(F)cccc4Cl)CC3)n[nH]2)cc1	2%
O=C1NC2(CCCN(Cc3ccsc3)C2)COc2ccccc21 (centres undefined)	?
CC(NC(=O)c1cccs1)C(=O)NCc1ccccn1 (centres undefined)	-8%
O=C(Nc1cccc(F)c1)N[C@@H]1C=C(C(=O)N[C@H]2CCCNC2=O)C[C@@H](O)[C@@H]1O	-3%[86.2 µM]
CCNc1c(NC(=O)c2ccccc2OCC)c(=O)oc2ccccc12	6%
Cc1ccc(C(=O)/C=C/c2cccc3ccccc23)cc1[N+](=O)[O-]	-6%
CCN(CC)S(=O)(=O)c1ccc(Oc2cccc(C(C)=O)c2)nc1	28%
Cn1c(Sc2ncc(C(F)(F)F)cc2Cl)nnc1-c1ccncc1	30%
COc1ccc(C2(C(N)=O)CCCC2)cc1	2%
CC(NC(=O)CNC(=O)C1CCC(CNS(=O)(=O)c2ccc(Cl)cc2)CC1)c1ccccc1 (centres undefined)	14%
CCc1cccc(NC(=O)c2sc3nc[nH]c(=O)c3c2C)c1	-21%

Taken from the listing (5 entries):
smiles	KDM5B inh
CCN(CC)S(=O)(=O)c1ccc(Oc2cccc(C(C)=O)c2)nc1	28%
Cn1c(Sc2ncc(C(F)(F)F)cc2Cl)nnc1-c1ccncc1	30%
COc1ccc(C2(C(N)=O)CCCC2)cc1	2%
CC(NC(=O)CNC(=O)C1CCC(CNS(=O)(=O)c2ccc(Cl)cc2)CC1)c1ccccc1 (centres undefined)	14%
CCc1cccc(NC(=O)c2sc3nc[nH]c(=O)c3c2C)c1	-21%

Returning to the listing, starting two compounds before the break.
Compound	KDM5B inh
CC(NC(=O)CNC(=O)C1CCC(CNS(=O)(=O)c2ccc(Cl)cc2)CC1)c1ccccc1 (centres undefined)	14%
CCc1cccc(NC(=O)c2sc3nc[nH]c(=O)c3c2C)c1	-21%
Cc1c(-c2cccc(NC(=O)c3ccc(F)c(F)c3)c2)nc2ncccn12	?
O=C(c1ccc2c(c1)OCO2)N1CC2(C1)C(=O)Nc1ccccc12	20%[149 µM]
CC(C)c1noc(-c2cn(C3CCN(C(=O)c4nccc5ccccc45)C3)nn2)n1 (centres undefined)	5%
COc1ccc(/C=C(\NC(=O)c2cccs2)C(=O)NCc2ccco2)cc1OC	-10%
O=C(CCn1ccn2nc3c(c2c1=O)CCCC3)N1CCN(c2ccc(F)cc2)CC1	1%
COc1ccc(-c2cc3n(n2)CC(C)(C(=O)NCc2ccccc2)N(Cc2ccc(C)o2)C3=O)cc1 (centres undefined)	-3%
O=S(=O)(Nc1nc2ccccc2nc1Nc1ccc(F)c(Cl)c1)c1cccs1	-10%
C#Cc1cccc(NS(=O)(=O)c2cccs2)c1	11%

(listing goes on)
Compound	KDM5B inh
COc1ccc(N(C(=O)c2ccccc2C)S(=O)(=O)c2ccc(C)cc2)cc1	?
OC1(c2csc(CN3CCc4ccccc4C3)n2)CCN(CC2CCCCC2)CC1	?
CC(C)Oc1cccc(-c2nnc(CCC(=O)NC(C)c3ccccc3)c(=O)[nH]2)c1 (centres undefined)	11%
CCc1nn(CC(=O)Nc2ccc(N(CC)CC)cc2C)c(=O)c2cc3sccc3n12	-5%
COc1ccc(CCNC(=O)c2cnc3sc(N4CCOCC4)nn3c2=O)cc1	-39%
CC(=O)Nc1ccc(NC(=O)C2(C)CC2(Cl)Cl)cc1Cl (centres undefined)	22%
Cc1ccc(-c2nc(CNC(=O)C3CCNC3)[nH]c2-c2ccccn2)cc1 (centres undefined)	0%
CCOc1ccccc1N1CCN(C(=O)CNC(=O)c2ccc(OC)c(OC)c2)CC1	17%

Structures listed above printed as active in KDM5B inh:
Compound	KDM5B inh
CC1(C(=O)Nc2ccccc2)CCc2cnc(N3CCOCC3)nc21 (centres undefined)	35µM*
O=C(CCCc1ccccc1)Nc1ccc(OC2CCNCC2)nc1	18µM*

Continued:
Compound	KDM5B inh
COCCNC(=O)[C@@H]1C[C@@H](O)CN1C1CCN(C(=O)Cc2cccc(OC)c2)CC1	12%
O=C(COc1ccccc1F)Nc1nn2cc(-c3ccccc3)nc2s1	-6%
O=C(NCC1CC1)c1cccc(OC2CN(CC3CC=CCC3)C2)c1 (centres undefined)	-11%
O=C1C(Br)C2C3CC4C(CC(Br)C42)C13 (centres undefined)	5%
COc1ccccc1Nc1cc(C(=O)NC2CCC(C)CC2)c2ccccc2n1 (centres undefined)	228%[activator]
CCN(Cc1ccccc1)C(=O)c1cc(-c2ccncc2)cn1Cc1ccc(C)cc1	?
CCC(=O)N1CCc2c(sc3ncnc(N)c23)C1	28µM*
Cc1cc(-c2nnn(CC(=O)NC(C)C)n2)ccc1F	11%

Further structures
Compound	KDM5B inh
CCOC(=O)c1c(C)[nH]c(NC(=O)Nc2ccc(-c3ccccc3)cc2)c1C	-14%
COc1cn(CC(=O)Nc2ccc(F)cc2)c(CN2CCCCC2)cc1=O	6%
CCCn1cnc2nc(CSc3ccccc3NC(=O)c3cccc(Cl)c3)cc(=O)n21	-9%
Cc1ccnc(NC(=O)c2cc3c(=O)oc4ccc(C)cc4c3s2)c1	?
COCCCNC(=O)c1cc2c(-c3cccc(OC)c3)nn(C)c2s1	?
Cc1ccc(-c2cc(=O)c3cc(NC(=O)C(C)(C)C)ccc3o2)cc1	-12%
CC(C)C(=O)Nc1ccc2[nH]cc(C(C(=O)O)N3CCN(c4ccc(Cl)cc4)CC3)c2c1 (centres undefined)	10%
O=C(CN1C(=O)NC(c2ccc(Cl)cc2)C2=C1COC2=O)Nc1cccc(Br)c1 (centres undefined)	-8%

Going on with the list.
Compound	KDM5B inh
Fc1ccc(CN2CCn3c(nnc3-c3cccnc3)C2)cc1	7%[149 µM]
CCc1ccc(C2c3c(oc4ccc(F)cc4c3=O)C(=O)N2c2nc(C)c(C(=O)OC)s2)cc1 (centres undefined)	15%
CCC(=O)NC12CC3CC(CC(C3)C1)C2	27%
COc1cccc(NC(=O)/C=C/c2ccc([N+](=O)[O-])cc2)c1	?
COc1ccc(Nc2nc(N3CCOCC3)nc3c2cnn3C)cc1	-10%
COc1cc(=O)n2c(c1C(=O)N1CCN(c3ccc(C)cc3)CC1)CCCC2	23%
Cc1ccc(C)c(NC(=O)c2ccc3ccccc3n2)c1	-11%
CCc1noc(-c2nc(-c3ccccc3OC)no2)n1	29%

Carrying on:
Compound	KDM5B inh
O=C(NC(Nc1ccccc1F)C(=O)c1ccccc1)c1ccc(Cl)cc1 (centres undefined)	1%
Cc1ccc(Nc2nc3ccccc3nc2NS(=O)(=O)c2ccccc2)cc1	-10%
COCC(=O)N[C@@H]1CN(Cc2ccc3cc[nH]c3c2)CC[C@@H]1CO	?
COc1ccccc1CNC(=O)c1ccc(N2CC3CC(C2)[C@H]2CCCC(=O)N2C3)nc1 (some centres undefined)	-15%
Cc1ccc(CNC(=O)CC2CCOCC2)cc1	-14%
Cc1ccc(C)c(NC(=O)Cn2ccn(-c3cccc(Cl)c3)c(=O)c2=O)c1	15%
COc1ccc(OC)c(N(CC(=O)Nc2ccccc2F)S(=O)(=O)c2ccccc2)c1	-4%
CS(=O)(=O)N1CCC(OC2CCN(C(=O)NCc3ccccc3)CC2)CC1	8%

The list goes on:
Compound	KDM5B inh
CCOC(=O)C1=CN(c2ccc(OCC)cc2)C=C(C(=O)OCC)C1c1ccc2c(c1)OCO2	-7%
Cc1ccc(CNC(=O)Cn2c(N3CCCCC3)nc(C)c(C)c2=O)cc1	-14%
O=C(NC1CCCCC1)c1ccc(CSc2nc3cccnc3n2Cc2ccccc2)cc1	?
Cc1ccc(S(=O)(=O)c2cn(Cc3ccccc3)c3cc(N4CCOCC4)c(F)cc3c2=O)cc1	?
CCCCc1c(C)nc2c(C)cccc2c1SCC(=O)O	-1%
CCCSCCCNC(=O)CN1C(=O)COc2ccc(S(=O)(=O)N3CCCCCC3)cc21	-27%
NC(=O)[C@@H](Cc1c[nH]c2ccccc12)NC(=O)[C@@H]1[C@@H](NC(=O)NC2CCCCC2)CCN1C(=O)c1cnccn1	-6%
O=Cc1c[nH]c2ccc(F)cc12	14%
CN(C)S(=O)(=O)N1CC=C(c2c[nH]c3ccccc23)CC1	?
CC(C)(CN1CCC(Cc2cccc(C(=O)O)c2)C1)N1CCOCC1 (centres undefined)	?

High-throughput results: PubChem BioAssay, National Center for Advancing Translational Sciences (NCATS)
